GAA glycogen mod – qHTS Assay for Inhibitors and Activators of Human alpha-Glucosidase Cleavage of Glycogen | hit rate 0.38% among 300,000 | recombinant GAA, glycogen substrate, Amplex Red glucose oxidase fluorescence | Potency, µM (series often up to 76.4 µM), without a hit: at the top dose activity change, negative = inhibition, hits mostly inhibitors; active = well fitted inhibition curve with a large enough effect; inconclusive = small, poorly fitted or top-dose-only effect, or another doubt; inactive = no such curve, though single readings can be large or run the other way;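 also: 0% = full enzyme reaction and -100% = no-enzyme basal signal; the screen sought inhibitors and activators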
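qHTS, 1536-well; enzyme 4 nM final; cpd up to 77 uM; substrate bovine liver glycogen 30 ug; 50 mM citrate/phosphate pH 5.0, 0.01% Tween-20; 37 C, 40 min; Amplex Red detection 45 min RT; Hill fit → AC50.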
* hit, by the source's call; ? = inconclusive; & = joins results of further samples; [ ] = another dose, or the depositor's remark. Potency is read from the fitted curve at half-maximal effect.

mol | GAA glycogen mod
CCc1ccccc1NC(=O)Cn1nc(C(F)(F)F)c2c1CCCC2 | 8.6%[76.3 µM]
O=C(NCCCn1ccnc1)c1ccccc1Cl | 5.2%
Nc1c(-c2nc(-c3cccs3)no2)nnn1-c1cccc(F)c1 | -0.3%[76.3 µM]
COc1ccc(CCN(C)C(=O)CNC(=O)c2ccc3c(c2)OCO3)cc1OC | -4.5%[76.3 µM]
COc1ccc(S(=O)(=O)NC(C)C(=O)NCc2ccccn2)cc1OC (stereo not given) | -5.0%[76.3 µM]
O=C(NN=C1CCCC1)c1cc(O)cc(O)c1 | -0.8%[76.3 µM]
CCCC1(C(=O)OCC)NC(c2ccc(O)cc2)C2C(=O)N(c3cccc(C(C)=O)c3)C(=O)C21 (stereo not given) | -5.7%[3.05 µM]
CCOC(=O)C1=C(CN2CCC(C)CC2)NC(=O)NC1c1ccc(OC(C)C)cc1 (stereo not given) | -0.9%[76.3 µM]
Cc1cccc(N2CCN(C(=O)CCc3nnc4n(CC(C)C)c(=O)c5ccccc5n34)CC2)c1C | -7.7%[76.3 µM]
COc1cccc(CNC(=O)c2nnc(Cc3ccc(Cl)cc3)o2)c1 | -1.9%[76.3 µM]
CC1CCCCC1NC(=O)c1ccc(NC2=NC3CS(=O)(=O)CC3S2)cc1 (stereo not given) | -6.4%[76.3 µM]
C/C(=N\NC(=O)C(C)Sc1ccccc1)c1ccc([N+](=O)[O-])cc1 (stereo not given) | 0.0%[76.3 µM]
CCOC(=O)c1cc2c(=O)n3ccccc3nc2n(CC(C)C)c1=NC(=O)C(C)(C)Oc1ccc(Cl)cc1 | 7.2%[76.3 µM]
Cc1cc(C)c(S(=O)(=O)N2CCC(C(=O)NCc3ccncc3)CC2)c(C)c1 | -0.7%[76.3 µM]
CC1CC(C)CN(S(=O)(=O)N2CCCC(C(=O)NC(C)c3ccccc3)C2)C1 (stereo not given) | -6.1%[76.3 µM]
CC(=O)N1c2ccc(S(=O)(=O)NCC3CCC(C(=O)Nc4cc(C)ccc4C)CC3)cc2CC1C (stereo not given) | -5.3%[76.3 µM]
CC(NC(=O)c1cc(S(=O)(=O)N(C)C)ccc1Cl)C1CC2CCC1C2 (stereo not given) | -6.4%[76.3 µM]
COC(=O)CSc1nc2sc3c(c2c(=O)n1-c1ccc(OC)cc1)CCN(C)C3 | 3.0%
CCc1ccc(C(=O)OCC(=O)NCCNC(=O)COC(=O)c2ccc(CC)cc2)cc1 | -0.7%[76.3 µM]
COc1ccccc1/C=C/C=C(\C#N)C(=O)NC(C)c1ccccc1 (stereo not given) | 3.7%
COc1ccc(NC(=O)c2nnn(CC(=O)Nc3ccc4c(c3)OCO4)c2N)cc1OC | -5.0%[76.3 µM]
O=C(O)c1cccc(Nc2ccc([N+](=O)[O-])cn2)c1 | 5.0%[76.3 µM]
COc1cc(C2NC(=O)NC(C)=C2C(=O)OC2CCCC(C)C2)cc(Br)c1O (stereo not given) | -19.2%[0.611 µM]
CCOc1ccc(CNC(=O)c2ccc3c(c2)N(CC)CCS3)cc1 | -21.3%&1.4%[76.3 µM]
O=c1oc2ccccc2cc1-c1cn2cc(Cc3ccc(Cl)cc3)sc2n1 | 14.9%[76.3 µM]
CCOc1ccc(NC(=O)Cn2cc(S(=O)(=O)N3CCN(c4ccccc4F)CC3)c3ccccc3c2=O)cc1 | -4.3%[76.3 µM]
O=C(c1ccc2c(c1)N(Cc1ccccc1)C(=O)c1ccccc1S2=O)N1CCC(Cc2ccccc2)CC1 (stereo not given) | 4.6%[76.3 µM]
O=S(=O)(NCc1cccs1)c1ccc(Br)s1 | 4.6%[76.3 µM]
COc1ccccc1OCCn1c(C(C)Oc2ccccc2)nc2ccccc21 (stereo not given) | -11.7%[76.3 µM]
Cc1cccc(Cn2c(-c3ccccc3)nc3ccccc32)c1 | 8.2%[76.3 µM]

A few values from the list:
GAA glycogen mod, CCOc1ccc(NC(=O)Cn2cc(S(=O)(=O)N3CCN(c4ccccc4F)CC3)c3ccccc3c2=O)cc1 is entered as -4.3%[76.3 µM]
GAA glycogen mod, COc1ccccc1/C=C/C=C(\C#N)C(=O)NC(C)c1ccccc1 (stereo not given) is entered as 3.7%
GAA glycogen mod, COc1ccccc1OCCn1c(C(C)Oc2ccccc2)nc2ccccc21 (stereo not given) is entered as -11.7%[76.3 µM]
GAA glycogen mod, CC(=O)N1c2ccc(S(=O)(=O)NCC3CCC(C(=O)Nc4cc(C)ccc4C)CC3)cc2CC1C (stereo not given) is entered as -5.3%[76.3 µM]
GAA glycogen mod, COc1ccc(NC(=O)c2nnn(CC(=O)Nc3ccc4c(c3)OCO4)c2N)cc1OC is entered as -5.0%[76.3 µM]
GAA glycogen mod, O=S(=O)(NCc1cccs1)c1ccc(Br)s1 is entered as 4.6%[76.3 µM]

Next records.
mol | GAA glycogen mod
O=C(C[n+]1ccccc1)N/N=C/c1ccc(Cl)c(Cl)c1 | 6.0%
O=C(Cn1c(=O)oc2cc(S(=O)(=O)N3CCCC3)ccc21)NC1CCCCC1 | -10.9%[76.3 µM]
COc1ccccc1NC(=O)CSc1nnc(-c2ccco2)n1N | 4.5%[76.3 µM]
C=CCNC(=O)c1cc(-c2ccc3c(c2)OCO3)on1 | 7.4%
COc1ccc(S(=O)(=O)NCCCO)cc1-c1nnc2c3ccccc3c(C)nn12 | 0.3%[76.3 µM]
O=C(NCCc1cnc[nH]1)c1ccc(-c2ccccc2)cc1 | 4.2%
O=C(Nc1ccc(Cl)cc1)C(Cl)C(=O)c1ccccc1 (stereo not given) | ?
Nc1cc(=O)nc(SCC(=O)Nc2ccc(F)cc2)n1CCc1ccccc1 | 7.5%[76.3 µM]
Cc1[nH]c2ccccc2c1CCNS(=O)(=O)c1ccc(S(N)(=O)=O)cc1 | 3.4%
COc1ccc(OCCn2c(C3CC(=O)N(c4ccc(F)cc4)C3)nc3ccccc32)cc1 (stereo not given) | ?
COc1ccc(C(=O)NCCn2cc(SCc3cccc(F)c3)c3ccccc32)cc1OC | -1.5%[76.3 µM]
COc1ccc(CNC(=O)c2ccc(CS(=O)(=O)c3ccccc3C)o2)cc1 | -4.2%[76.3 µM]
CC(C)C[C@H](NC(=O)N1CC(=O)Nc2ccccc21)C(=O)N[C@H](C(=O)O)c1ccccc1 | 20.6%[76.3 µM]
O=C(CSc1nnc2scc(-c3ccc(Cl)cc3)n12)Nc1ccc(F)cc1 | 12.5%[76.3 µM]
Cc1oc(-c2cccc(Cl)c2)nc1CN1CCC(C(=O)NCc2ccc(F)cc2)CC1 | 15.8%[76.3 µM]
O=C(NCc1ccc2c(c1)OCO2)c1ccc(Br)cc1 | 8.6%[76.3 µM]
CC(=O)c1ccc(NC(=O)Cn2ncc3c(C)n(Cc4ccc(F)cc4)c(C)c3c2=O)cc1 | 10.6%[76.3 µM]
NS(=O)(=O)c1ccc(NC2=CC(=O)C(=O)c3ccccc32)cc1 | 1.3%[76.3 µM]
CC1CCN(c2ccc(-c3nc(C(C)C)no3)cc2[N+](=O)[O-])CC1 | 7.8%[76.3 µM]
CCOc1ccc2nc(NC(=O)CSc3cn[nH]n3)sc2c1 | -4.7%
O=C(c1ccc2nc(Cc3ccccc3F)oc2c1)N1CCCC1 | 2.7%[76.3 µM]
O=C(O)c1nc(NCc2ccccc2)ncc1Cl | 0.6%
CC(=O)C1=C(O)C(=O)N(c2ccc(Br)cc2)C1c1cccc(F)c1 (stereo not given) | -11.7%[76.3 µM]
COc1cc(/C=C2/SC(=O)N(CC(=O)N3CCCC3)C2=O)ccc1Oc1ccc([N+](=O)[O-])cn1 | 3.0%[76.3 µM]
Cc1cc(NC2CCCC2)n2ncc(-c3ccccc3)c2n1 | 4.4%
Cc1ccc(NC(=O)C(NS(=O)(=O)c2ccc3c(c2)CCC(=O)N3)c2ccccc2)cc1C (stereo not given) | -4.2%[76.3 µM]
Cc1ccccc1CNC(=O)c1ccc2nc(N3CCOCC3)sc2c1 | 13.1%[76.3 µM]
CCOc1ccc(N2CC(c3nc4ccccc4n3CCOc3ccccc3OC)CC2=O)cc1 (stereo not given) | -13.7%[76.3 µM]
Cc1ccc(S(=O)(=O)NC(C)CCc2ccccc2)cc1C(N)=O (stereo not given) | 1.1%[76.3 µM]
COc1ccccc1NC(=O)C1=C(C)Nc2nc(CCCO)nn2C1c1cccc(O)c1 (stereo not given) | -19.8%[76.3 µM]
O=C(Cc1ccccc1)Nc1c(C(=O)Nc2ccccc2F)oc2ccccc12 | -8.2%[76.3 µM]
O=C(Nc1ccc(-c2n[nH]c(=S)o2)cc1)c1ccccc1 | -10.0%
CCOc1ccccc1CNC(=O)Cn1ccc2cc(S(=O)(=O)N3CCC(C)CC3)ccc21 | 0.3%[76.3 µM]
CCOc1ccc(CO[C@@H]2O[C@H](CO)[C@@H](O)[C@H](O)[C@H]2NC(C)=O)cc1OC | -14.1%
COc1ccc(/C=C/C(=O)NCCCN2CCCCCC2)cc1 | -5.8%
COc1ccc(Oc2c(C(F)(F)F)oc3c(CN4CCCC(C)C4)c(O)ccc3c2=O)cc1 (stereo not given) | -6.5%[76.3 µM]
CCOc1ccc(CCNC(=O)C2CCN(C(=O)c3cc4sccc4n3CC)CC2)cc1OCC | -8.9%[76.3 µM]
O=C(Nc1ccc2c(c1)CCCN2C(=O)c1ccccc1)c1ccccc1 | 2.5%[76.3 µM]
COc1ccc(C2(C)NC(=O)N(CC3CCCCC3)C2=O)cc1 (stereo not given) | -0.2%
CC1CCCN(CCCNC(=O)c2cc3c(s2)-c2ccccc2OC3)C1 (stereo not given) | 7.9%[76.3 µM]
COC(=O)c1ccc(N2C(=O)C3C4C=CC(CC4)C3C2=O)cc1 (stereo not given) | -12.4%[76.3 µM]
Cc1ccc(NC(=O)C2CCCN(c3ncccn3)C2)c(C)c1 (stereo not given) | 2.9%
COc1cc(C(=O)COC(=O)c2cnc(C)cn2)ccc1OC(F)F | -3.7%[76.3 µM]
Cc1c(C(=O)OC(C)C)sc(NC(=O)C2c3ccccc3Oc3ccccc32)c1C(=O)OC(C)C | -26.3%[76.3 µM]
Cc1cc(C)n(-c2nc3ccccc3nc2N2CCN(c3cccc(C(F)(F)F)c3)CC2)n1 | 8.7%[76.3 µM]
COc1cccc(CNC(=O)c2cc3c(=O)n(C)c4ccccc4c3n2C)c1 | -1.1%[76.3 µM]
COC(=O)c1ccccc1NC(=O)CCC(=O)N1CCSc2ccccc21 | 0.0%[76.3 µM]
Cc1ccc(NC(=O)CSc2nnc(C3CC3)n2CC2CCCO2)cc1C (stereo not given) | -1.0%[76.3 µM]
COc1cccc(Nc2nc3ccc(C)cc3nc2-n2nc(C)cc2C)c1 | -11.1%[76.3 µM]
C[Si](C)(C)n1ccnc1 | -6.4%[76.3 µM]
COc1ccccc1OCCn1c(COc2cc(C)ccc2C)nc2ccccc21 | -4.5%[76.3 µM]
CCCCN(C)CCCNC(=O)c1cc(-c2ccc(Br)s2)nc2ccccc12 | -2.5%[76.3 µM]
CC(=O)NC(Cc1ccc(F)cc1)C(=O)NC1CCN(C(=O)Nc2ccc(F)cc2)CC1 (stereo not given) | 3.7%
O=C(CN(CCc1ccccc1)S(=O)(=O)c1ccccc1)NCc1ccc(Cl)cc1 | 4.9%[76.3 µM]
COc1cccc(NC(=O)c2ccc(S(=O)(=O)N3CCCC3)cc2)c1 | 1.7%
CC(Oc1ccc2c(-c3ccccc3)cc(=O)oc2c1)C(=O)NCCCN1CCOCC1 (stereo not given) | -26.1%[76.3 µM]
O=C(NCC1CCCO1)c1ccc([N+](=O)[O-])o1 (stereo not given) | -12.9%[76.3 µM]
O=C(NCc1ccccc1)c1ccc(S(=O)(=O)NCc2ccco2)cc1 | 7.0%[76.3 µM]
COc1cc(-c2nnc(SCC(=O)Oc3ccc(C)cc3C)o2)cc(OC)c1OC | 0.2%[76.3 µM]
CCOC(=O)c1ccc(NC(=O)c2cn(-c3ccccc3)nc2-c2ccc(OC)c(OC)c2)cc1 | -6.3%[76.3 µM]

Next part.
mol | GAA glycogen mod
O=C(O)c1cccc(NC(=O)c2cc(NC(=O)c3ccccc3)cc(NC(=O)c3ccccc3)c2)c1 | -1.8%[76.3 µM]
CCN(CC)C(=O)C1CCN(S(=O)(=O)c2ccc3c(c2)CCCN3C(=O)C2CCC2)CC1 | -16.1%[76.3 µM]
O=S(=O)(Cc1ccccc1)N1CCN(Cc2ccc(Br)cc2)CC1 | 2.8%[76.3 µM]
CCOC(=O)NN=C1CCC(c2ccccc2)CC1 (stereo not given) | -8.0%[76.3 µM]
Cc1cccc(NS(=O)(=O)c2cc3c(cc2C)n(C)c(=O)c(=O)n3C)c1 | 13.5%[76.3 µM]
COc1ccc(OC)c(N(CC(=O)N2CCN(Cc3ccccc3)CC2)S(C)(=O)=O)c1 | 0.1%[76.3 µM]
NS(=O)(=O)c1cccc(NC(=O)Cn2nc(C(=O)O)c3ccccc3c2=O)c1 | 0.4%
CC1CCCN(C(=O)CSc2nnc(-c3ccco3)n2C)C1 (stereo not given) | -6.0%
COc1ccc(-n2c(-c3ccc(C)cc3)cc3c2CC(C)(C)CC3=O)cc1Cl | -3.7%[76.3 µM]
CCOC(=O)c1ccc(N2CCN(c3cc(C)ccc3C)CC2)c(N)c1 | 1.1%
Fc1ccc(/C=N/NC(=S)NCCc2ccccc2)cc1F | -5.0%
Cc1ccccc1NC(=O)C(=O)NNC(=O)COc1ccc2ccccc2c1 | 7.0%
CCCn1c(=O)c2sccc2n2c(CCCC(=O)NCC3CCCO3)nnc12 (stereo not given) | -4.8%[76.3 µM]
Clc1cccc(CN2CCc3c([nH]c4ccccc34)C2)c1 | ?
CCCCn1c(=N)n(CCCOc2ccc(F)cc2)c2ccccc21 | -14.7%[76.3 µM]

Two of these compounds, set out differently.
> CCCn1c(=O)c2sccc2n2c(CCCC(=O)NCC3CCCO3)nnc12 (stereo not given)
  GAA glycogen mod = -4.8%[76.3 µM]

> Clc1cccc(CN2CCc3c([nH]c4ccccc34)C2)c1
  GAA glycogen mod = ?

Only part of the results is shown, so the mix of outcomes need not match the whole.
